PREPL inh: inhibitors of human prolyl oligopeptidase-like enzyme PREPL. Q4J6C6. recombinant PREPL, fluorescence polarization activity-based probe. inhibition, % at 5.96 µM. hit rate 0.68% among 320,000. AID 2751; in the data active = inhibition above about 43%;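 note: 0% = enzyme with DMSO and 100% = wells lacking enzyme; many of its hits are not listed in these tables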
TPT1 inh: inhibitors of Candida albicans tRNA 2'-phosphotransferase TPT1; hit rate 0.81% among 300,000; recombinant caTPT1, FP RNA substrate dephosphorylation; inhibition, % at 5 µM;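 active = inhibition above the mean of all tested compounds plus 3 SD, set per screening campaign, cut at about 24% in these data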;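 note: plate controls were DMSO alone for no effect and ferristatin control at 100 nM for full effect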
PP1 counter: blocks human PP1-alpha phosphatase, a PP5 counter-screen; P62136; purified PP1alpha, OMFP fluorescence; inhibition, % at 6.7 µM; hit rate 0.9% among 320,000; AID 2235;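 active = inhibition above the mean inhibition of all tested compounds plus 3 SD, computed separately for each screening campaign, cut at about 15% in these data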
Target sequence (P62136 whole entry, looked up): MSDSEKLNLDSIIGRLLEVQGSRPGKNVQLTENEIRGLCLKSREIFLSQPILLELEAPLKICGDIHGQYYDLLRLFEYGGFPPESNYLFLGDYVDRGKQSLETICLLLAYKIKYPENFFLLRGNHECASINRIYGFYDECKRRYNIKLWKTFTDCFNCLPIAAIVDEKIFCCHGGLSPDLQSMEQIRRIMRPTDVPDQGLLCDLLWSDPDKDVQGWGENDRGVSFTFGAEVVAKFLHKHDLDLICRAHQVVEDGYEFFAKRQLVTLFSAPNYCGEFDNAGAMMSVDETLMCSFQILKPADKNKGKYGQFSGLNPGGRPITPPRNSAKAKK
LYPLA2 counter: LYPLA2 (human) inhibition in PME1 counter-screen. AID 2177. hit rate 0.38% among 320,000. inhibition, % at 5.9 µM. recombinant LYPLA2, FP-Rh probe fluorescence polarization. O95372;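 active = inhibition above the screen-wide mean plus 3 SD, limit set per campaign, cut at about 26% in these data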;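 note: 0% = LYPLA2 with DMSO and 100% = wells lacking LYPLA2 enzyme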
Target sequence (O95372 whole entry, looked up): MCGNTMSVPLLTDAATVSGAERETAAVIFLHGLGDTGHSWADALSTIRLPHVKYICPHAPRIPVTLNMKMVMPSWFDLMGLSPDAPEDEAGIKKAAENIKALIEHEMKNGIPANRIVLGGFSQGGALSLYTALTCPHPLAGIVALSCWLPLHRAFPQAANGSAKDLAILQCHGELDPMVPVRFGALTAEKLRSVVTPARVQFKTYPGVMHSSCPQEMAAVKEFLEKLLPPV
Efflux pump inh: inhibitors of Candida antifungal efflux pumps expressed in yeast; S. cerevisiae Candida pump triplex, Nile Red efflux; AID 485275; inhibition, % at 10 µM; hit rate 0.44% among 330,000;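 active = plate passing quality check with inhibition over a set limit, or well fluorescence over plate mean plus 4 SD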;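 note: Nile Red retained in pooled yeast measured as flow cytometry median fluorescence; 0% = buffer negative control and 100% = Enniatin B positive control; higher means more Nile Red kept so more efflux inhibition; some compounds called inactive have numbers as strong as hits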
Fh CTSL1 inh: cathepsin L1 inhibition, PFM18AAP counter-screen | inhibition, % at 5.96 µM | recombinant F. hepatica cathepsin L1, Z-Leu-Arg-MCA fluorescence | hit rate 0.49% among 300,000;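 active = inhibition above the mean of all tested compounds plus 3 SD, set per screening campaign, cut at about 17% in these data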;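 note: 0% = plate median of test compound wells and 100% = 1 µM Z-Phe-Ala-diazomethylketone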
JMJD2C inh: blocks human GASC-1 demethylase activity; Q9H3R0; GST-JMJD2C(1-420) H3K9me3 demethylation, DELFIA europium; inhibition, % at 2.35 µM; hit rate 0.069% among 330,000;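 active = more than half of a compound's replicate wells show inhibition beyond 50%, single wells judged on their own value; inconclusive = some, but no more than half, of replicates pass 50% inhibition; inactive = no replicate passes 50% inhibition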;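 note: signal counts dimethyl H3K9 product captured on neutravidin plate; 0% = median of DMSO wells and 100% = 0.3 times that DMSO median; strong numbers were not always called active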
Target sequence (Q9H3R0 1-420 limits assumed): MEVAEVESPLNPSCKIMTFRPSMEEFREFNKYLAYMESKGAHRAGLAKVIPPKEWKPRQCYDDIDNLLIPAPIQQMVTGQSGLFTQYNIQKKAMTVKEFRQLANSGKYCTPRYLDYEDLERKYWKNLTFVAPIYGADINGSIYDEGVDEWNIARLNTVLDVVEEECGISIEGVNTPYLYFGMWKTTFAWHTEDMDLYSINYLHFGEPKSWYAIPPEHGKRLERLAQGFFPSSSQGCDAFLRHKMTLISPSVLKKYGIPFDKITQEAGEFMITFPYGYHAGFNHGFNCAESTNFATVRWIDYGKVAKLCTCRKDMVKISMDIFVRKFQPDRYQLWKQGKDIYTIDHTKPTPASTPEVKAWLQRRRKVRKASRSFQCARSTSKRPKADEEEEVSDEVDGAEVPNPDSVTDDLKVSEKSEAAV
core dimer inh: HCV core protein dimerization inhibition; TR-FRET GST/Flag-core106 dimerization, 1536-well; inhibition, % at 5 µM; hit rate 0.33% among 300,000; AID 1899;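 active = inhibition above the mean of all tested compounds plus 3 SD, set per screening campaign, cut at about 45% in these data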
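System: GST/Flag-tagged HCV core106 proteins. Incubation: compound-protein-antibody incubation 4 h at 22.5 °C. Technique: HTRF with 340 nm excitation, 617/671 nm emission. Medium: KF-containing HEPES buffer, pH 7.45, DTT, CHAPS, BSA. Read-out: inhibition (%) from 671 over 617 nm ratio. Also added: Eu(K)-anti-GST 90 ng/mL plus XL665-anti-Flag 1 µg/mL.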
PP5 primary: blocks human protein phosphatase 5 activity | P53041 | purified PP5c, OMFP substrate fluorescence | inhibition, % at 6.7 µM | hit rate 0.18% among 320,000 | AID 1987;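 active = inhibition above the campaign's mean inhibition across all tested compounds plus 3 SD, cut at about 9.5% in these data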;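 note: 0% = DMSO only and 100% = 100 µM cantharidin control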
Numbers without * were called inactive; ? = inconclusive; . = not tested or not shown. An excerpt; count on the stated rates, not on these rows.

SMILES	PREPL inh	TPT1 inh	PP1 counter	LYPLA2 counter	Efflux pump inh	Fh CTSL1 inh	JMJD2C inh	core dimer inh	PP5 primary
Cn1c(=O)c2c(nc3n2CC(O)CN3c2ccccc2)n(C)c1=O (stereo not given)	-1	0	1	4	0.0	-1	-35	2	-0.9
Cc1ccc(CNS(=O)(=O)c2c(C)[nH]c(C)c2C(=O)N2CCCCC2)cc1	-3	-3	-4	1	-0.4	-2	-9	8	-1.5
CN1CCN(S(=O)(=O)c2cccc(S(=O)(=O)c3cccc(S(=O)(=O)N4CCN(C)CC4)c3)c2)CC1	25	-2	2	-5	-0.2	2	2	-7	-1.1
O=C(NCc1ccc2c(c1)OCO2)C12CN(Cc3ccccc3)CC1C(c1cccc([N+](=O)[O-])c1)=NO2 (stereo not given)	22	-8	25*	2	0.0	6	2	31	1.5
Cc1ccc(NC(=O)CSc2nc3c(c(=O)n(C)c(=O)n3C)n2C)cc1	-11	-5	0	1	0.4	-1	-26	10	4.2
CNc1nc(Cl)nc(NC(C)(C)C)n1	14	-4	1	18	-0.4	-1	1	0	0.3
CCCn1nnc(NC(=O)/C=C/c2cc(Br)ccc2OC)n1	0	3	-6	6	0.2	5	-2	4	1.6
O=C(c1ccco1)N1CCN(S(=O)(=O)c2ccc([N+](=O)[O-])cc2)CC1	-13	-1	-3	-4	0.0	-1	-1	6	-2.5
C[C@H](NC(=O)c1nc[nH]c1C(=O)N1CCc2ccccc2C1)C(=O)OC(C)(C)C	2	-1	-1	2	0.3	6	-9	-20	1.6
C[N+](C)(C)C(Cc1ccccc1)C(=O)[O-] (stereo not given)	4	-1	-3	-3	-0.1	1	-11	-1	3.2
COc1ccc2cc(S(=O)(=O)NCc3cccnc3)ccc2c1	-10	1	-5	6	-0.1	-3	-12	0	1.7
COc1cccc(-c2cc(N3C(=O)Nc4ccccc4N3O)n[nH]2)c1	3	-1	0	7	0.2	-3	-8	-4	-1.1
CC(C)(C)NC(=O)NC(=O)CSc1cccc(C(F)(F)F)c1	16	1	-2	1	0.0	2	163	1	-1.0
COc1ccc(Cc2nnc(SCC(=O)Nc3ccc(C)c(C)c3)o2)cc1OC	-22	-2	2	8	0.0	1	-20	-3	0.4
COc1ccccc1NC(=O)OCC#CCOC(=O)Nc1ccccc1OC	2	0	3	-7	0.1	-1	5	7	2.1
O=C(NCc1ccccc1)c1ccc2ccccc2n1	-10	-5	-2	-4	0.1	-2	-5	8	-0.2
CC(CCc1ccccc1)NC(=O)COC(=O)c1cccc2ccccc12 (stereo not given)	-35	-1	0	-2	0.1	-2	11	0	5.0
CCN1/C(=C2\C(=O)N(C)C(=S)N2C)C=Cc2ccccc21	-2	-3	5	1	0.1	-2	12	-28	4.5
CN(C)CCCCCNCCCNC(=O)/C=N\O	11	0	-4	-3	0.3	-1	-1	2	-2.0
CCCSc1ccc([C@H]2N[C@@](Cc3ccccc3)(C(=O)OC)[C@H]3C(=O)N(CC)C(=O)[C@@H]23)cc1	8	-2	-2	-4	-0.2	2	?	11	2.7
COc1cc(CNc2nnnn2C)ccc1OCc1c(F)cccc1Cl	9	0	-8	2	0.0	-11	-2	1	-1.2
COc1cc2oc(-c3ccc(O)cc3)cc(=O)c2c(O)c1OC	12	2	-1	1	0.3	-2	12	0	8.0
O=C(Cn1c2ccc(F)cc2c2nc3n(c(=O)c21)CCS3)Nc1ccc(Cl)cc1F	2	0	-2	-20	-0.2	-4	-13	6	-2.4
O=C(N/N=C/c1sc(=O)n(-c2ccccc2)c1Cl)c1ccccc1	-11	23	-4	2	0.0	0	26	7	1.0
O=C(CCOc1ccccc1)N1CCN(c2ccc(O)cc2)CC1	13	-1	-4	10	-0.1	-2	-4	-2	0.8
Cc1ccc(S(=O)(=O)N(C)C)cc1NC(=O)C1CCCCN1S(=O)(=O)c1ccccc1 (stereo not given)	-2	.	-1	-8	-0.1	.	2	.	-0.1
Cc1ccc(C(=O)N=c2sccn2C)o1	1	-2	0	4	-0.5	3	?	6	1.7
CN(C)CC/C=C1\c2ccccc2COc2ccccc21	-36	1	-3	8	0.1	3	-8	-6	3.7
O=C(COC(=O)CNC(=O)c1ccccc1)NCCc1ccccc1	-1	0	3	-7	0.0	-7	1	-11	-4.3
O=C(N/N=C/C=C/c1ccccc1[N+](=O)[O-])c1cc(-c2ccccc2)n[nH]1	17	-6	14	-4	-0.1	5	-10	-4	1.7
CCOC(=O)[C@H]1[C@H]2COc3ccc(Cl)cc3[C@@H]2N2C(=O)c3ccccc3NC(=O)[C@@]12C	-6	0	10	-9	.	-3	1	2	3.2
CCCCn1c(N)c(N(CCC(C)C)C(=O)C2CCCC2)c(=O)[nH]c1=O	2	.	-1	7	0.0	.	29	.	2.6
COCCCNC(=S)N1CCN(Cc2ccc3c(c2)OCO3)CC1	4	1	3	3	0.1	-6	-4	0	-3.0
Cc1ccc(CNC(=O)[C@@H](NC(=O)Cc2ccccc2)C(C)C)cc1	6	1	-7	3	0.0	10	32	-2	-7.1
O=C(NC1CCCCC1)C(c1cccnc1)N(C(=O)CCl)c1ccccc1Cl (stereo not given)	14	-4	-1	8	-0.2	15	-5	-4	2.4
CCc1cccc(C)c1NC(=O)Nc1c(Br)cnn1C	10	-4	2	14	-0.1	-3	-12	-21	1.2
O=c1ccn(-c2cccc(C(F)(F)F)c2)nc1-c1ccn(-c2ccccc2)n1	11	-3	9	-3	0.3	0	1	1	4.5
COc1c(C)cccc1C(=O)Nc1cc(-c2nn3c(C)nnc3s2)ccc1C	-12	1	2	-2	0.0	0	-11	16	1.7
COc1ccc(C(=O)Nc2nc3ccccc3[nH]2)cc1S(=O)(=O)N1CCOCC1	3	1	-2	-6	0.0	0	-6	1	0.3
CCOc1ccc(C(C(=O)NC(C)(C)C)N(CCOC)C(=O)CCC(=O)Nc2nccs2)cc1 (stereo not given)	2	2	0	-7	0.2	3	20	10	1.1
CC(C)NC(=O)NC(=O)COC(=O)c1cccc(S(=O)(=O)N2CCCCC2)c1	-3	-3	0	0	-3.3	-15	8	-2	-2.2
Cc1ccc(N2C(=O)C3Sc4[nH]c(=O)sc4C(c4ccccc4)C3C2=O)cc1 (stereo not given)	14	0	3	9	0.3	0	8	7	3.1
c1ccc2c(c1)CSc1sccc1C2=C1CCNCC1	5	-2	1	2	0.4	-1	1	-3	2.1
COC(=O)c1cnn(-c2ccccc2)c1-n1cccc1C=O	-3	-3	0	6	0.0	5	17	-1	-0.6
Cc1ccc(-n2nnnc2SCC(=O)NC2CCCc3ccccc32)c(C)c1 (stereo not given)	2	0	2	2	-2.1	-1	4	11	0.6
O=C(CSc1nc(=O)n2ccccc2n1)NCc1ccc2c(c1)OCO2	-3	-3	-7	1	0.1	-3	21	1	-2.2
Cc1nn(C)c(Oc2cccc(Cl)c2)c1C(=O)Nc1ccc(F)cc1F	-5	1	0	-1	0.1	-1	18	1	3.8
FC(F)(F)c1ccc2c(c1)N1CCCC1CN2 (stereo not given)	23	22	2	4	0.1	3	-20	-2	1.2
COc1ccccc1OCC#CCn1ccnc1	-6	-2	-2	5	0.0	-2	0	-6	-1.0
Cc1nc(SCc2ccccc2)c2oc3ccccc3c2n1	9	2	-2	-2	0.0	-2	-12	-10	3.3
C#Cc1ccc(C(=O)Nc2cc(C(N)=O)ccc2N2CCOCC2)cc1	18	-2	4	-5	-0.1	2	9	18	3.5
Nc1nn(-c2ccccc2)c2ccc([N+](=O)[O-])cc12	11	3	-2	7	0.1	2	-24	-12	2.1
COC(=O)C1=C(C)N(Cc2ccccc2)C(=O)N[C@H]1c1cccs1	2	3	-2	-4	0.2	2	6	12	-1.1
Cc1noc(C)c1CSCC(=O)OCC(=O)Nc1sccc1C#N	2	0	-2	5	0.1	-65	13	14	2.7
Fc1ccc(-c2c[nH]c(=S)n2Cc2ccccc2)cc1	3	2	-3	-5	0.2	1	3	1	0.2
O=C(NCC1CCCO1)c1ccc(CS(=O)(=O)Cc2ccc(F)cc2)o1 (stereo not given)	1	-1	0	-2	-0.1	-1	-15	-2	1.2
O=C(Nc1c2c(nn1-c1ccc(F)cc1)CSC2)c1ccc(S(=O)(=O)N2CCOCC2)cc1	-4	0	5	-12	0.1	-3	-4	14	2.7
COc1ccc(CCC(C)NCc2cccc(Br)c2)cc1 (stereo not given)	-31	2	-2	-1	0.4	-6	62	-190	0.1
CCOc1ccc(N(CC(=O)NCc2ccccc2)S(=O)(=O)c2c(C)noc2C)cc1	-23	2	-3	0	-0.2	2	-7	5	-2.1
O=C(CN1C(=O)/C(=C/c2cccc(Br)c2)SC1=S)NC1=NCCS1	-6	8	1	-132	0.4	3	-11	50*	1.3
New compounds follow
SMILES	PREPL inh	TPT1 inh	PP1 counter	LYPLA2 counter	Efflux pump inh	Fh CTSL1 inh	JMJD2C inh	core dimer inh	PP5 primary
O=C(Nc1ccccc1-c1nnc(SCc2ccc(Cl)cc2)o1)c1ccccc1	-11	-1	1	-2	0.5*	-2	-9	5	7.9
COc1ccc(OC)c(-c2nn(-c3ccccc3)cc2C(=O)NCC(c2cccs2)N2CCOCC2)c1 (stereo not given)	10	-2	-7	2	0.0	-1	0	6	2.9
CCOc1ccc(S(=O)(=O)Nc2cc(OC)ccc2OC)cc1	-4	-2	1	-3	-0.1	1	1	0	-1.1
Cc1c(Cl)cccc1NC(=O)Cn1cc(C(F)(F)F)cc(Cl)c1=O	1	0	-6	-1	0.0	-2	-4	6	1.6
CCCCn1c(-c2ccsc2)nc2c1c(=O)[nH]c(=O)n2CCC	2	0	2	-3	0.1	0	34	-5	1.4
COc1ccc(CN(C)C(=O)c2ccc(Oc3ccccc3)cc2)cc1F	9	0	4	11	0.1	1	-3	5	2.9
Cc1ccc(-c2noc(CN(C(=O)CCN3C(=O)c4ccccc4C3=O)C(C)C)n2)cc1	-4	1	1	-1	0.1	-2	2	8	1.3
CN(CCOc1ccc(Cl)cc1)C(=O)C1CCN(C(=O)c2ccc(F)cc2)CC1	15	-1	2	10	0.5	-2	-6	-3	0.7
CCOC(=O)c1c[nH]c2c(Cl)c(Cl)ccc2c1=O	2	-3	1	-1	0.2	0	10	4	-0.1
CCOC(=O)N1CCN(c2cc(=O)n(-c3cccc(C)c3)c(=O)[nH]2)CC1	2	110*	-2	0	0.1	-1	-4	-9	0.5
COc1ccc(C2C(C(=O)Nc3ccc4c(c3)OCCO4)c3ccccc3C(=O)N2C)cc1 (stereo not given)	-5	-2	-5	3	0.0	-5	-2	3	0.8
O=C(O)CCC(=O)N1CCN(c2nc(-c3ccccc3)c3ccccc3n2)CC1	2	3	-2	1	-0.1	-1	0	-2	1.9
CCC(=O)Nc1c2c(nc3c1CCC3)CCCC2	3	-5	0	1	-0.2	-1	?	-11	1.5
CCC(CC)C(=O)NCCc1cc2ccc(C)cc2[nH]c1=O	10	0	-2	-1	0.6	2	-18	-34	1.1
COc1cc(/C=N/NC(=O)C[n+]2ccccc2)cc(OC)c1OC	-2	2	-2	-8	0.0	7	2	-4	1.1

Source: PubChem BioAssay (several laboratories)
